CAL PDZ FP-1 – CAL PDZ peptide-binding inhibitors, primary screen, biochemical, fluorescence polarization, Cer-tagged CAL PDZ, HTS; purified CAL PDZ, TMR-peptide fluorescence polarization, 1 h; inhibition, % at 20 µM; 330,000 tested, 0.02% active; AID 504414, 2011;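 active = highest replicate inhibition of at least 40%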;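 also: plate controls were DMSO neutral control wells for no effect and unlabeled competitor peptide control wells for full effect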
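System: tagged CAL PDZ domain. Schedule: 1 h room-temperature incubation prior to read. Signal: fluorescence polarization (mP). Measure: percent inhibition from loss of millipolarization.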
Wnt act – Wnt/beta-catenin pathway activators, primary screen, cell-based, plate reader, single point | Wnt/beta-catenin reporter cell assay, activator | activation, % at 9.35 µM | 300,000 tested, 1.2% active; in the data active = activation above about 30%, passing the limit was not always enough;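 also: 0% = neutral control wells and 100% = positive control wells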
V-ATPase pH – regulators of yeast V-ATPase proton pumping, primary screen, pHLuorin cytosolic pH fluorescence; S. cerevisiae; response, % at 10 µM; 350,000 tested, 0.37% active; in the data active = response mostly above about 7.3%, no sharp cut-off; inactive = mostly below about 5.4%; also: actives read high; inactives centre near 0; some compounds called inactive have numbers as strong as hits; reference of the scale not given here
CAL PDZ FP-2 – untagged CAL PDZ binding inhibitors, primary screen, biochemical, fluorescence polarization, HTS; inhibition, % at 24.9 µM; 300,000 tested, 0.92% active; AID 602252, 2012; purified CAL PDZ, TMR-peptide fluorescence polarization, 1 h;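 active = mean inhibition of at least 30% with at least half of replicates also reaching 30%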;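 also: 0% = DMSO neutral control and 100% = excess unlabeled competitor peptide PRC23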
dFosB activator – activators of delta FosB homodimer, primary screen, biochemical, fluorescence polarization, TAMRA-CDK5 oligo, single point | purified delta FosB; percent of positive-control signal above neutral wells | 340,000 tested, 0.99% active | AID 493131, 2011 | activation, % at 25 µM | Protein FosB (Mus musculus), P13346;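 active = mean activation above about 17%, with every replicate also reaching it, limit read from the data, passing the limit was not always enough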;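 also: fluorescence polarization rise as delta FosB binds a TAMRA Cdk5 AP-1 oligo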
CDK5 p35 inh – inhibitors of human CDK5/p35 kinase, primary screen, biochemical, single concentration; Cyclin-dependent kinase 5 (Homo sapiens) + Cyclin-dependent kinase 5 activator 1 (Homo …; Recombinant CDK5/p35, ADP-Glo luminescence, 60 min; inhibition, % at 10 µM; 330,000 tested, 0.01% active;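 active = highest replicate inhibition of at least 50% and at least 75% of replicates reaching 50%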;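 also: plate controls were DMSO neutral control for no effect and GW8510 at 10 µM for full effect; many of its hits are not listed in these tables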
Target sequence (Q00535 whole entry, looked up): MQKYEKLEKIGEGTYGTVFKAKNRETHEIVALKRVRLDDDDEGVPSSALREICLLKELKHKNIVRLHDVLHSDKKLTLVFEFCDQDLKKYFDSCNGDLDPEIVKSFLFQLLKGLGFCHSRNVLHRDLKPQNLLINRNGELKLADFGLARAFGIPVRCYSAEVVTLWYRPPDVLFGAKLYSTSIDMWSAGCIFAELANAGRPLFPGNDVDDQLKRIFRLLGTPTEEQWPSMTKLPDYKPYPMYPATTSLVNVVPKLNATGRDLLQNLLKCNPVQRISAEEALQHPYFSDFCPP
Target sequence (Q15078 whole entry, looked up): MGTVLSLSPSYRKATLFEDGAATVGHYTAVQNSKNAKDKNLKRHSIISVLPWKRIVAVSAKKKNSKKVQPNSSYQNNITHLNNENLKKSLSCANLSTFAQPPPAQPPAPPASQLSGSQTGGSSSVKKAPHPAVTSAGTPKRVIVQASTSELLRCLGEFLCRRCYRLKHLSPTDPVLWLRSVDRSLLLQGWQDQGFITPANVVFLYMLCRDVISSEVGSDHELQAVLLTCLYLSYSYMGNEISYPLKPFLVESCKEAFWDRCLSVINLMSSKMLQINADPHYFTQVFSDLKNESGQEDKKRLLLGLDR
Rtt109 HAT inh – inhibitors of C. albicans Rtt109/Vps75 HAT, primary screen, biochemical, ThioGlo CoA-SH fluorescence, plate reader | 330,000 tested, 0.16% active | Histone acetyltransferase RTT109 (Candida albicans (strain SC5314 / ATCC MYA-2876)), … | inhibition, % at 34.9 µM | purified Rtt109/Vps75, 4 h;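 active = inhibition of at least 50% in every replicate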
Target sequence (Q5AAJ8 whole entry, looked up): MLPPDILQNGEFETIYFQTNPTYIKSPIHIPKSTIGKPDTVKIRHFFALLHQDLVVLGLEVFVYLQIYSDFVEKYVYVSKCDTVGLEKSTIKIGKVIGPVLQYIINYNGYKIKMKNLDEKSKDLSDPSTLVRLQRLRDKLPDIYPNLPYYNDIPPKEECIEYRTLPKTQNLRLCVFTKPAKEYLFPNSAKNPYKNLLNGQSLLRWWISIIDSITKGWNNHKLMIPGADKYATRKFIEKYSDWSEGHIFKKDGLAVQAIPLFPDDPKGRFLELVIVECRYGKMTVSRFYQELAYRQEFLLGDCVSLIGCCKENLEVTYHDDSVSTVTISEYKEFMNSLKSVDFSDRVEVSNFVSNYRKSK
RTF Ca sens act – cardiac RTF calcium sensitivity activators, primary screen, biochemical, IANBD-TnC fluorescence, EC20 calcium; AID 493008, 2010; 340,000 tested, 0.24% active; activation, % at 7.2 µM; Troponin I, cardiac muscle (Homo sapiens) + Troponin T, cardiac muscle (Homo sapiens) + …; IANBD-labeled TnC RTF fluorescence at EC20 calcium; 0% EC20 calcium, 100% full calcium;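 active = activation above the mean over all tested compounds plus 3 SD, cut at about 30% in these data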;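 also: rise in fluorescence read as greater calcium sensitivity of cardiac thin filaments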
MITF TRPM1 HTS – activators of MITF-driven TRPM1 promoter reporter, primary screen, cell-based, SK-MEL-5, luciferase, single point | activation, % at 12.5 µM | AID 588334, 2011 | SK-MEL-5 TRPM1-promoter luciferase, 24 h; % of positive control, neutral wells = 0 | 300,000 tested, 0.75% active;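 active = mean activation of at least 80% with every replicate also reaching 80%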;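 also: 0% = neutral control wells and 100% = parthenolide positive control wells; values of inactives mirror those of a sister screen read the other way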
Tat export inh – E. coli Tat export inhibitors, primary screen, MC4100, TorA-mCherry reporter, fluorescence, single point. AID 488895, 2010. inhibition, % at 10 µM. 340,000 tested, 0.036% active;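 active = mean replicate inhibition at least 50% and at least half of replicates individually reaching 50%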;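 also: exported cargo escapes ClpAP degradation while cytoplasmic cargo is degraded and loses fluorescence; 0% = median of neutral control wells and 100% = median of NaSCN control wells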
* = called active by the depositor; · = not tested or not shown. An unsorted share of the library; overall some 4.1% were active at least once.

No.	CAL PDZ FP-1	Wnt act	V-ATPase pH	CAL PDZ FP-2	dFosB activator	CDK5 p35 inh	Rtt109 HAT inh	RTF Ca sens act	MITF TRPM1 HTS	Tat export inh	mol
1	0.0	-3	2	-2	0	0.5	-6	-6	8	4	O=C(COC(=O)c1cc[n+]([O-])cc1)Nc1ccc2c(c1)OCCO2
2	-1.0	·	-4	·	-1	-2.8	-10	-2	-12	-8	COc1ccc(Cn2c(SCC(=O)NCc3ccco3)nc3ccsc3c2=O)cc1
3	-1.2	·	-1	-1	5	2.0	-6	12	-14	-3	COc1ccc(N2C(=O)CCC(C(=O)N3CCCCCC3)C2c2ccc(OC)c(OC)c2)cc1 (stereo unspecified)
4	-3.4	23	1	29	-9	-1.2	-2	1	61	5	CC(C)CN1CCC(Oc2cccc(C(=O)NCCc3ccccc3)c2)CC1
5	·	0	1	-3	-4	0.3	-1	8	5	-16	CCc1cc2c(NCCO)ncnc2s1
6	-0.7	·	-2	-7	-9	0.9	10	6	-17	-1	O=C1OC[C@H](Cc2ccc3c(c2)OCO3)/C1=C\c1ccc2c(c1)OCO2
7	-1.9	-2	-2	-1	-9	4.0	13	-1	-6	5	S=C(NC1CCCCC1)N1CCN(C2CCCCC2)CC1
8	-1.2	-4	-1	·	-2	-0.9	0	8	8	2	O=C(CSc1nnc(-c2ccc(S(=O)(=O)N3CCCC3)cc2)o1)NCc1ccco1
9	-1.3	-1	-2	-5	-2	-0.7	-3	-3	-8	2	NS(=O)(=O)c1ccc(CNC(=O)/C=C/c2ccccc2[N+](=O)[O-])cc1
10	-2.8	-4	2	-2	-2	-2.1	2	5	24	3	COc1cc(C)ccc1OCc1cc(C(=O)NCCN2CCCC(O)C2)no1 (stereo unspecified)
11	-0.5	2	4	-2	-11	0.4	-17	2	-9	-5	CN(C)S(=O)(=O)c1ccc(C(=O)OCc2nnc(-c3ccccc3)o2)cc1
12	0.1	·	-5	·	-4	0.4	-11	-4	·	-3	COC(=O)c1c(C)n(-c2ccc(OC)cc2)c2ccc(O)cc12
13	-0.1	0	0	-6	-12	1.8	-1	6	·	-2	CCN1CCN(C(=O)Cn2ncc3c2-c2ccccc2OC3)CC1
14	-0.6	1	-5	-18	3	-1.1	6	-1	17	-6	OC[C@H]1O[C@@H](n2cnc3c(NC4CCCC4)ncnc32)[C@H](O)[C@@H]1O
15	·	·	3	-3	-8	1.8	2	-2	16	-4	O=C(CCN1CCN(c2ccccc2F)CC1)c1ccc(Br)cc1
16	0.5	·	-6	·	1	1.3	4	1	·	5	CCOC(=O)c1nc(N)sc1C(=O)OCC
17	0.3	2	-3	-5	-6	-1.9	-3	-3	-24	7	Cc1nc(-c2c(C(F)(F)F)noc2-c2ccc(O)cc2O)cs1
18	-2.4	0	1	2	4	-0.2	-4	2	-5	2	COc1ccc(S(=O)(=O)N2CCOC2CNC(=O)C(=O)NCc2ccccn2)cc1 (stereo unspecified)
19	-0.5	-3	-3	5	1	-0.9	-14	2	5	-4	COc1ccccc1S(=O)(=O)Cc1ccc(C(=O)N2CCCC2)o1
20	-1.6	·	-4	1	-2	-0.1	5	-6	0	-6	O=C(Cc1ccccc1)NCCC1=CCCCC1
21	-2.9	-2	0	2	4	-3.8	2	-3	9	2	CC1CN(C(=O)CCNS(=O)(=O)c2ccc(Br)cc2)CC(C)O1 (stereo unspecified)
22	-0.6	-1	-1	-7	7	-0.7	-4	-1	17	-3	CC(=O)Nc1ccc2c(c1)Cc1c-2cc(Cl)c(NC(C)=O)c1Cl
23	0.7	-3	2	1	-10	2.2	2	2	7	-9	CC1CCCN(c2ccc(C(=O)Nc3nnc(C4CC4)s3)cc2[N+](=O)[O-])C1 (stereo unspecified)
24	-0.4	-1	-5	2	-6	3.5	-5	-2	-11	-5	CC1Cc2ccccc2N1C(=O)Cn1cnc2ccccc2c1=O (stereo unspecified)
25	·	·	2	-5	15	2.4	19	-2	-5	5	CCOc1ccc(NC(=O)CSc2nnnn2CC(=O)O)cc1
26	-1.4	0	-3	-2	0	-0.3	2	-7	2	4	COc1ccc(C2CC(c3ccccc3)=NN2C(=O)c2ccc(F)cc2)cc1 (stereo unspecified)
27	-2.2	·	7	-1	-3	-1.1	-11	0	0	-9	Cc1cccc(NC2SC(=O)N(c3ccccc3)C2=O)c1 (stereo unspecified)
28	-2.0	2	1	-5	0	-1.0	-4	3	21	0	CC1CCC(NC(=S)NCCN(C)C)CC1 (stereo unspecified)
29	1.8	6	-4	·	-23	-2.1	5	3	-2	-6	Nc1ccc(-c2nc3ccc(N)cc3[nH]2)cc1
30	-1.5	-2	3	-1	-5	0.0	7	-5	7	4	COc1ccc(-c2cncnc2-c2ccc(OC)cc2O)cc1
31	0.2	-1	-1	-3	-3	-0.4	-2	0	-1	-2	CC(C)CN1CCC(=O)N([C@H](CO)c2ccccc2)CC1
32	-0.1	1	3	-2	-1	0.4	-7	1	·	3	COC(=O)c1ccc(NC(=O)C[n+]2ccccc2)cc1
33	-2.0	·	-5	-2	-10	0.0	-9	1	9	-6	COC(=O)C(CC(C)C)NC(=O)CNC(=O)c1ccccc1C (stereo unspecified)
34	0.7	0	2	2	10	4.0	-5	4	-3	9	Fc1ccc(C2CC(c3ccccc3)Nc3ncnn32)cc1 (stereo unspecified)
35	-2.1	·	-2	-2	1	-0.2	1	-2	-4	0	COc1cc(S(=O)(=O)Nc2cccc(C(=O)O)c2)c(OC)cc1Cl
36	-0.7	3	7	-7	-19	2.2	-8	1	11	2	COc1cccc(-c2cc(C(=O)NCC3CCCO3)c3cc(C)cc(C)c3n2)c1 (stereo unspecified)
37	-2.3	·	-1	·	-9	1.1	3	1	4	-15	COC(=O)C(C)Oc1ccc2c(-c3cccc([N+](=O)[O-])c3)cc(=O)oc2c1 (stereo unspecified)
38	-1.4	-1	-2	7	-2	1.2	0	5	-4	-4	Cc1csc(=Nc2cccnc2)n1Cc1ccco1
39	-1.9	·	6	-5	-8	1.6	-3	1	-19	1	Cc1ccc(-n2c(SCC(=O)Nc3ccc4c(c3)OCCO4)nnc2-c2ccco2)cc1
40	-1.1	-3	-1	-8	0	-0.4	14	3	-10	-4	CC(C)C(NC(=O)CSc1ccc(Cl)cc1)C(C)C

Structures from the list above that have bromine (two):
No.	CAL PDZ FP-1	Wnt act	V-ATPase pH	CAL PDZ FP-2	dFosB activator	CDK5 p35 inh	Rtt109 HAT inh	RTF Ca sens act	MITF TRPM1 HTS	Tat export inh	mol
15	·	·	3	-3	-8	1.8	2	-2	16	-4	O=C(CCN1CCN(c2ccccc2F)CC1)c1ccc(Br)cc1
21	-2.9	-2	0	2	4	-3.8	2	-3	9	2	CC1CN(C(=O)CCNS(=O)(=O)c2ccc(Br)cc2)CC(C)O1 (stereo unspecified)

Additional compounds follow:
No.	CAL PDZ FP-1	Wnt act	V-ATPase pH	CAL PDZ FP-2	dFosB activator	CDK5 p35 inh	Rtt109 HAT inh	RTF Ca sens act	MITF TRPM1 HTS	Tat export inh	mol
41	-1.1	·	-5	-3	-2	0.3	7	0	·	-6	O=C1[C@@H]2CSCN2C(=O)CN1CCc1cccc(F)c1
42	-0.4	6	-2	-2	2	0.4	5	2	·	-1	CCCN1C(=O)c2ccc(C(=O)Nc3cc(C)ccc3O)cc2C1=O
43	0.6	-5	1	·	-15	2.2	8	-2	3	2	CCOc1ccc(NC(=O)CN2C(=O)NC(C)(c3ccc4c(c3)OCCCO4)C2=O)cc1OCC (stereo unspecified)
44	0.7	1	7	0	-8	2.5	15	7	45	5	O=[N+]([O-])c1ccccc1NC(=S)N/N=C/c1ccc(O)c(O)c1
45	0.0	·	6	-8	-8	-0.1	2	8	·	1	CN(C)S(=O)(=O)N1CCCN(S(=O)(=O)N(C)C)CC1
46	-2.2	·	4	-6	-13	-0.5	6	2	-95	-24	C/C(=N\Nc1ncc(Cl)cc1Cl)c1ccccn1

Compounds from the list above containing an aryl methoxy group:
No.	CAL PDZ FP-1	Wnt act	V-ATPase pH	CAL PDZ FP-2	dFosB activator	CDK5 p35 inh	Rtt109 HAT inh	RTF Ca sens act	MITF TRPM1 HTS	Tat export inh	mol
2	-1.0	·	-4	·	-1	-2.8	-10	-2	-12	-8	COc1ccc(Cn2c(SCC(=O)NCc3ccco3)nc3ccsc3c2=O)cc1
3	-1.2	·	-1	-1	5	2.0	-6	12	-14	-3	COc1ccc(N2C(=O)CCC(C(=O)N3CCCCCC3)C2c2ccc(OC)c(OC)c2)cc1 (stereo unspecified)
10	-2.8	-4	2	-2	-2	-2.1	2	5	24	3	COc1cc(C)ccc1OCc1cc(C(=O)NCCN2CCCC(O)C2)no1 (stereo unspecified)
12	0.1	·	-5	·	-4	0.4	-11	-4	·	-3	COC(=O)c1c(C)n(-c2ccc(OC)cc2)c2ccc(O)cc12
18	-2.4	0	1	2	4	-0.2	-4	2	-5	2	COc1ccc(S(=O)(=O)N2CCOC2CNC(=O)C(=O)NCc2ccccn2)cc1 (stereo unspecified)
19	-0.5	-3	-3	5	1	-0.9	-14	2	5	-4	COc1ccccc1S(=O)(=O)Cc1ccc(C(=O)N2CCCC2)o1
26	-1.4	0	-3	-2	0	-0.3	2	-7	2	4	COc1ccc(C2CC(c3ccccc3)=NN2C(=O)c2ccc(F)cc2)cc1 (stereo unspecified)
30	-1.5	-2	3	-1	-5	0.0	7	-5	7	4	COc1ccc(-c2cncnc2-c2ccc(OC)cc2O)cc1
35	-2.1	·	-2	-2	1	-0.2	1	-2	-4	0	COc1cc(S(=O)(=O)Nc2cccc(C(=O)O)c2)c(OC)cc1Cl
36	-0.7	3	7	-7	-19	2.2	-8	1	11	2	COc1cccc(-c2cc(C(=O)NCC3CCCO3)c3cc(C)cc(C)c3n2)c1 (stereo unspecified)
